CYP2C9 inhib: blocks human cytochrome P450 2C9 | P11712 | hit rate 20% among 96,000 | CYP2C9 Supersomes, luciferin-H conversion, luminescence | inhibition, % at 5 µM;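 active means blocking of liver enzyme CYP2C9 beyond about 50% at 5 µM, limit read from the data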; further: values of inactives mirror those of a sister screen read the other way
Target sequence (P11712 whole entry, looked up): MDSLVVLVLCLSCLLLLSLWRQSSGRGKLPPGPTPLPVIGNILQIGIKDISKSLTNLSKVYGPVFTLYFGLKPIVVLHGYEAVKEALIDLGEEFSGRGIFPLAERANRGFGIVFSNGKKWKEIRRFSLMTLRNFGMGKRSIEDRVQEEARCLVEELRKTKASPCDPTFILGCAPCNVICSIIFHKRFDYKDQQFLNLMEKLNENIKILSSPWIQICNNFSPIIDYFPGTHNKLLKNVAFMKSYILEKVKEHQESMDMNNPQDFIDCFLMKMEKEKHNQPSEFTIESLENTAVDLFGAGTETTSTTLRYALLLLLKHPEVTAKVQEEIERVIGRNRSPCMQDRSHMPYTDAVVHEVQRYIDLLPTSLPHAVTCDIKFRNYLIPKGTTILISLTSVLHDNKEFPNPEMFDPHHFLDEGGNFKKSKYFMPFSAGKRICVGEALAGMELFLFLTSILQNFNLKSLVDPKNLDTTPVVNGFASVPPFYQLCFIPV
Mac1 fbg enh: increases human CD11b/CD18 adhesion to fibrinogen; P05107+P11215; hit rate 0.07% among 93,000; AID 1499; K562 CD11b/CD18 adhesion to fibrinogen, ATPlite luminescence; activation, % at 10 µM;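 active means 10 µM primary screen giving 50% or more activity, confirmed by 40% or more on retest at that dose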; further: strong numbers were not always called active; reference of the scale not given here
CYP2C9 activ: increases human cytochrome P450 2C9 activity | P11712 | recombinant CYP2C9, luciferin-H conversion, luminescence; hits give high values; factor 1 = untreated enzyme, 0 = blocked | activation factor at 5 µM | hit rate 1.4% among 96,000;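 active means activation factor of 2 or more for CYP2C9 at a 5 µM dose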;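 further: 0 = sulfaphenazole-blocked wells and 1 = vehicle-only wells; values of inactives mirror those of a sister screen read the other way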
MT1-MMP txn act: MT1-MMP promoter transcription activation; HT1080 MT1-MMP promoter luciferase reporter, luminescence, overnight; hits give high values; hit rate 0.16% among 86,000; activation factor at 10 µM;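 active means activation factor of at least 2 for MT1-MMP transcription at 10 µM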
CYP2C19 inh: blocks human cytochrome P450 2C19; CYP2C19 Supersomes, luciferin-H EGE luminescence, 30 min; inhibition, % at 5 µM; hit rate 21% among 96,000; AID 778;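 active means CYP2C19 inhibition above a set limit at 5 µM in the primary screen, cut at about 50% in these data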;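 further: plate controls were negative control wells for no effect and 2.5 mM tranylcypromine positive control for full effect; values of inactives mirror those of a sister screen read the other way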
Target sequence (P33261 whole entry, looked up): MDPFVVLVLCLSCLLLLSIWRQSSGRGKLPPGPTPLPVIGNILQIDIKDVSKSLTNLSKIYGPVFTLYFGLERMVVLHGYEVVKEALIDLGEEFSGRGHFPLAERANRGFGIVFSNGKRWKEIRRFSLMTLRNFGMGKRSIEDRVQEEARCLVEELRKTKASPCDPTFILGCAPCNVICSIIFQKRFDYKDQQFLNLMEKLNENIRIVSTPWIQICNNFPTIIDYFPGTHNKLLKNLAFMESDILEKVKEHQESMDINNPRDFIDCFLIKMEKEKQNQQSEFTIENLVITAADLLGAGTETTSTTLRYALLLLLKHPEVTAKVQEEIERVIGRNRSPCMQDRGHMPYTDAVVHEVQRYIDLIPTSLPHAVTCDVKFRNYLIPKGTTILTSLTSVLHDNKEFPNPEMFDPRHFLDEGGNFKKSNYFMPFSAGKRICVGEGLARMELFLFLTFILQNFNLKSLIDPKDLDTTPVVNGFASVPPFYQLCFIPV
PLAP act: activates human placental alkaline phosphatase. P05187. purified PLAP enzyme, luminescent substrate read-out; hits give high values. activation fold at 20 µM. hit rate 1.2% among 96,000. AID 696; in the data active means activation fold above about 2
PTK2B oligo ant: antagonists of human Pyk2 oligomerization; Q14289; z-score (the deposit names both 25 µM and 10 µM); AID 1347419; Q293 cells, Pyk2 FERM NanoBiT luminescence; hits give low values; hit rate 0.83% among 99,000;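 active means Z-score of -3 or lower, scaled per plate to the spread of control and sample wells; inactive means z-score above -3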;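 further: negative z-score means lost luminescence so less FERM oligomerization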
Mac1 fbg inh: blocks human CD11b/CD18 adhesion to fibrinogen | P05107+P11215 | K562 CD11b/CD18 adhesion to fibrinogen, ATPlite luminescence; Mn2+ added to activate the integrin | inhibition, % at 10 µM | hit rate 0.54% among 93,000;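 active means primary inhibition of 50% or more at 10 µM, then 40% or more on retest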; further: some results filed as inactive read as strong as hits
CYP2C19 activ: increases human CYP2C19 enzyme activity | 96,000 tested, under 10 active | activation factor at 5 µM | P33261 | recombinant CYP2C19, luciferin-H EGE luminescence; hits give high values; 0 = fully inhibited enzyme, 1 = untreated enzyme;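 active means activation factor of at least 2 at 5 µM in the primary screen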;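 further: 0 = wells with 2.5 mM tranylcypromine and 1 = vehicle-only wells; values of inactives mirror those of a sister screen read the other way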
The depositor's hits bear a star; nt = not tested or not shown.

item | mol | CYP2C9 inhib | Mac1 fbg enh | CYP2C9 activ | MT1-MMP txn act | CYP2C19 inh
1 | CC1(C)CC(=O)C2=C(C1)NC(=O)CC2c1cccc(F)c1 (centres undefined) | 10 | nt | 0.9 | 1.4 | -4
2 | CCCCOCP(=O)(CC)COCCCC | 3 | 0 | 1 | 1.2 | 32
3 | O=C(OCCN1CCOCC1)C(c1ccccc1)c1ccccc1 | 56* | -2 | 0.4 | 1.2 | 70*
4 | Oc1c(Br)cc2oc3c(c2c1CNCc1ccccc1)CCCC3 | 47 | 0 | 0.5 | nt | 8
5 | Cc1cc(NC(=O)c2cc3nc(C4CC4)cc(C(F)(F)F)n3n2)no1 | 26 | 5 | 0.7 | 0.9 | 13
6 | CN(CCO)C(=O)CCC(=O)Nc1ccc(S(N)(=O)=O)cc1 | -25 | -4 | 1.3 | 1 | -9
7 | COCCNC(=O)c1cc2oc3ccccc3c2n1C | 79* | -2 | 0.2 | 1.7 | 90*
8 | CCOC(=O)/C(C#N)=C1/C=C(C)NC(c2ccccc2O)=N1 | 30 | nt | 0.7 | 1 | 2
9 | CC(C)(C)c1ccc(OC2=CS(=O)(=O)c3ccccc32)cc1 | 79* | -6 | 0.2 | 1.8 | 65*
10 | O=C(CSc1ccc(Cl)cc1)Nc1cccc(-c2nc3ncccc3o2)c1 | 51* | nt | 0.5 | nt | 4
11 | CC1(C)CC(O)CC(C)(C)N1CC(O)COCCOc1ccc(Br)cc1 (centres undefined) | 1 | nt | 1 | nt | 6
12 | Cc1ccccc1CNC(=O)c1ccccc1 | 11 | 0 | 0.9 | 1.2 | 57*
13 | Cc1cccc(NC(=O)c2cc(NC(=O)c3ccco3)ccc2Cl)n1 | 34 | nt | 0.7 | 1.2 | 14
14 | CC(=NCCCN(C)C)C1=C(O)c2ccccc2C1=O | 14 | 3 | 0.9 | 1.3 | -5
15 | COc1ccc(OC(C)=O)c(C2c3cc(OC)c(OC)cc3CCN2C(C)=O)c1 (centres undefined) | 30 | 1 | 0.7 | 1 | 35

item | PLAP act | PTK2B oligo ant | Mac1 fbg inh | CYP2C19 activ
1 | 1.1 | 1 | nt | 1
2 | 0.8 | 0.24 | 6 | 0.7
3 | 1.2 | -0.61 | -11 | 0.3
4 | 1.2 | 0.43 | -21 | 0.9
5 | 0.9 | -0.08 | -22 | 0.9
6 | 1.4 | 1.2 | -4 | 1.1
7 | 1.2 | 0.09 | 0 | 0.1
8 | 0.9 | -2.9 | nt | 1
9 | 1.2 | -0.54 | 27 | 0.3
10 | 0.8 | 1.7 | nt | 1
11 | 1.3 | -0.53 | nt | 0.9
12 | 1 | 0.31 | 23 | 0.4
13 | 1 | -1.1 | nt | 0.9
14 | 1.1 | 0.74 | -5 | 1.1
15 | 1.3 | 0.08 | -14 | 0.7

Continued.
item | mol | CYP2C9 inhib | Mac1 fbg enh | CYP2C9 activ | MT1-MMP txn act | CYP2C19 inh
16 | Cc1nc(=O)c(-c2ccccc2)c(C)n1-c1ccccc1C(=O)O | -53 | -2 | 1.5 | 1.2 | 48
17 | CCc1ccc(OCC(=O)N2CCN=C2c2ccccc2)cc1 | 37 | -1 | 0.6 | 1 | 33
18 | Cc1[nH]c(=O)[nH]c(=O)c1S(=O)(=O)N1CCCC(C(=O)NCc2ccco2)C1 (centres undefined) | 97* | -4 | 0 | 1.1 | 74*
19 | CCCn1c(SCC(=O)N2CCc3ccccc32)nnc1-c1ccncc1 | 46 | 1 | 0.5 | 1.2 | 84*
20 | Cc1nc(C)n(CC(O)COc2ccc3ccccc3c2)n1 (centres undefined) | -1 | -1 | 1 | 1.1 | 70*
21 | O=c1c2ccccc2nnn1CSc1nnc(-c2cccc(S(=O)(=O)N3CCCCC3)c2)o1 | 81* | nt | 0.2 | 1.1 | 75*
22 | CC12CN3CCN(CC(C3)C1(O)CN1CCOCC1)C2 (centres undefined) | -3 | -4 | 1 | 1.2 | 0
23 | CCOC(=O)CC1=C(C(=O)OCC)C(c2cc(OC)c(OC)cc2OC)C(C#N)=C(N)O1 (centres undefined) | 48 | 6 | 0.5 | 1.2 | 33
24 | CCOc1cc(CNc2ccccc2SC)ccc1O | 32 | 1 | 0.7 | 1.2 | 67*
25 | Cc1ccccc1C(=O)Nc1ccc(Cl)cn1 | -2 | 0 | 1 | 1.4 | 20
26 | COc1ccc(OC)c(C2CC(=O)C(C)C(c3cc(OC)ccc3OC)N2)c1 (centres undefined) | 76* | 0 | 0.2 | 1.2 | 35
27 | CC1(C)CC(c2csc(N)n2)CCO1 (centres undefined) | 16 | -1 | 0.8 | 1.1 | -8
28 | CC(=O)Nc1ccc(S(=O)(=O)N(Cc2ccccc2)C(C)C)cc1 | 67* | nt | 0.3 | 1 | 52*
29 | COc1cccc(Nc2c(F)c(OC)c(F)c(F)c2C(=O)O)c1 | 23 | -4 | 0.8 | 1.2 | -9
30 | COc1ccc(-c2nc(C#N)c(NCC3CCCO3)o2)cc1 (centres undefined) | 68* | 0 | 0.3 | nt | 59*

item | PLAP act | PTK2B oligo ant | Mac1 fbg inh | CYP2C19 activ
16 | 0.9 | 0.89 | -8 | 0.5
17 | 1 | -0.42 | -1 | 0.7
18 | 0.8 | 0.52 | 0 | 0.3
19 | 1.5 | nt | 11 | 0.2
20 | 1.1 | 2.4 | -26 | 0.3
21 | 1.3 | -0.93 | nt | 0.3
22 | 0.9 | -0.22 | -9 | 1
23 | 1.2 | -0.44 | -28 | 0.7
24 | 1 | nt | -1 | 0.3
25 | 0.8 | 1.6 | -2 | 0.8
26 | 1.7 | -0.15 | 9 | 0.6
27 | 0.9 | 1.3 | 8 | 1.1
28 | 1 | -0.74 | nt | 0.5
29 | 1.1 | 0.05 | 4 | 1.1
30 | 1.3 | -0.63 | -7 | 0.4

(cont.)
item | mol | CYP2C9 inhib | Mac1 fbg enh | CYP2C9 activ | MT1-MMP txn act | CYP2C19 inh
31 | CC1CCc2cc(F)ccc2N1C(=O)CN1C(=O)c2ccccc2C1=O (centres undefined) | 34 | -7 | 0.7 | 0.9 | 33
32 | O=C(NC(=S)Nc1cccc(Cl)c1N1CCCCC1)c1cccs1 | 59* | nt | 0.4 | nt | 14
33 | COC(=O)c1cc(Cl)c(NC(=O)c2cc(OC)c(OC)c(OC)c2)cc1OC | 18 | -7 | 0.8 | nt | 39
34 | COc1ccc(Nc2ccc3c(c2)=NC2(CCCCC2)[N+]=3[O-])cc1 | 14 | 5 | 0.9 | nt | 40
35 | CCN(C(=O)CN1CCN(c2ccccc2OC)CC1)c1c(N)n(Cc2ccccc2)c(=O)[nH]c1=O | -23 | 2 | 1.2 | 1.2 | -27
36 | COc1ccc(C(=O)Nc2nnc(C(F)(F)F)s2)cc1 | 75* | -1 | 0.3 | 1.4 | 6
37 | Cc1ccccc1NC(=O)CSc1nc2c(c(-c3ccco3)c1C#N)CCCC2 | 27 | -1 | 0.7 | 1.2 | 43
38 | COc1ccc(NC(=O)C(CC(C)C)NC(=O)c2ccccc2C)cn1 (centres undefined) | 52* | 2 | 0.5 | 1 | 54*
39 | CC(C)(C)NC(=O)C(c1ccccc1)N(Cc1ccco1)C(=O)c1csnn1 (centres undefined) | 9 | 0 | 0.9 | 1 | 13
40 | O=C(CNC1CCCCCC1)Nc1ccccc1N1CCCCC1 | 24 | nt | 0.8 | 1.2 | 57*
41 | COc1cccc(C(=O)Nc2ccc(N(C)C)cc2)c1OC | -41 | 0 | 1.4 | nt | 26
42 | O=C(O)CCCNCc1ccccc1F | -7 | -4 | 1.1 | 1.2 | -7
43 | CC(C)N(C(=O)c1sc2cc([N+](=O)[O-])ccc2c1Cl)C(C)C | 21 | -4 | 0.8 | nt | 28
44 | CCC(Sc1nc2ccccc2s1)C(=O)Nc1nnc(C)s1 (centres undefined) | 67* | -3 | 0.3 | nt | 27
45 | Cc1ccc(S(=O)(=O)N2CCC(C(=O)N[C@H](C(=O)NCC3CCCO3)C(C)C)CC2)cc1 (some centres undefined) | -1 | -1 | 1 | 1.2 | 5

item | PLAP act | PTK2B oligo ant | Mac1 fbg inh | CYP2C19 activ
31 | 1 | 0.51 | -8 | 0.7
32 | 1 | -0.3 | nt | 0.9
33 | 0.9 | 1.1 | -32 | 0.6
34 | 0.9 | -0.74 | 10 | 0.6
35 | 1.1 | 0.31 | 12 | 1.3
36 | 1.1 | -1 | 5 | 0.9
37 | 1.1 | -1.3 | -4 | 0.6
38 | 1.4 | -0.16 | 19 | 0.5
39 | 1 | -0.4 | -12 | 0.9
40 | 1.2 | 0.53 | nt | 0.4
41 | 0.7 | -1.6 | -10 | 0.7
42 | 1 | -0.09 | -19 | 1.1
43 | 1.1 | 0.55 | 9 | 0.7
44 | 1.1 | 0.37 | -12 | 0.7
45 | 1.5 | -0.36 | 20 | 1

Some of these compounds in order of formula weight, highest first:
item | mol | CYP2C9 inhib | Mac1 fbg enh | CYP2C9 activ | MT1-MMP txn act | CYP2C19 inh
33 | COC(=O)c1cc(Cl)c(NC(=O)c2cc(OC)c(OC)c(OC)c2)cc1OC | 18 | -7 | 0.8 | nt | 39
37 | Cc1ccccc1NC(=O)CSc1nc2c(c(-c3ccco3)c1C#N)CCCC2 | 27 | -1 | 0.7 | 1.2 | 43
42 | O=C(O)CCCNCc1ccccc1F | -7 | -4 | 1.1 | 1.2 | -7

item | PLAP act | PTK2B oligo ant | Mac1 fbg inh | CYP2C19 activ
33 | 0.9 | 1.1 | -32 | 0.6
37 | 1.1 | -1.3 | -4 | 0.6
42 | 1 | -0.09 | -19 | 1.1

The list goes on:
item | mol | CYP2C9 inhib | Mac1 fbg enh | CYP2C9 activ | MT1-MMP txn act | CYP2C19 inh
46 | CCCCCCC(=O)NC(Nc1ccc(S(N)(=O)=O)cc1)C(Cl)(Cl)Cl (centres undefined) | 53* | -4 | 0.5 | nt | 10
47 | CCOC(=O)c1sc2ncn(CC(=O)N(CC)CC)c(=O)c2c1C | 19 | -5 | 0.8 | 1 | 10
48 | Cc1cc(C)cc(NC(=O)CC2NCCNC2=O)c1 (centres undefined) | 4 | 2 | 1 | 1.2 | 4
49 | CCSc1ccccc1C(=O)N1CCCC1 | 18 | 2 | 0.8 | nt | 14
50 | CCN(C(=O)c1cc2cc3ccc(C)cc3nc2o1)c1ccc(OC)cc1 | 30 | 8 | 0.7 | 1.6 | 27
51 | CC(NC(=O)c1ccccc1NC(=O)c1ccco1)c1ccccc1 (centres undefined) | 70* | -2 | 0.3 | 1.2 | 36
52 | COC(=O)c1[nH]c2ccccc2c1NC(=O)Oc1ccccc1 | 16 | 1 | 0.8 | 1.7 | 33
53 | Cc1ccc(OCCSc2nnc(-c3ccncc3)n2C)cc1 | 43 | 6 | 0.6 | 1.2 | 93*
54 | O=C(CN(CCN1CCOCC1)C(=O)Cn1nnc(-c2ccc(F)cc2)n1)NC1CCCCC1 | -1 | -4 | 1 | 1.2 | 11
55 | NC(=O)C1CCN(C(c2ccccc2Cl)c2nnnn2CC2CCCO2)CC1 (centres undefined) | -8 | -2 | 1.1 | 1 | -12
56 | N#Cc1c(-c2ccc3c(c2)OCO3)ccn2nc(-c3cccc(C(F)(F)F)c3)nc12 | 10 | nt | 0.9 | nt | 38
57 | CCC(C)N(C(=O)COC(=O)c1[nH]c(C)c(C(C)=O)c1C)C1CCS(=O)(=O)C1 (centres undefined) | -10 | -4 | 1.1 | 1.1 | -9

item | PLAP act | PTK2B oligo ant | Mac1 fbg inh | CYP2C19 activ
46 | 0.9 | 0.39 | 13 | 0.9
47 | 1.1 | 1.1 | -7 | 0.9
48 | 1.1 | 1.1 | -6 | 1
49 | 1.1 | 0.43 | -16 | 0.9
50 | 1.5 | -2.3 | -24 | 0.7
51 | 0.9 | -0.42 | -8 | 0.6
52 | 0.8 | -0.09 | -8 | 0.7
53 | 1.3 | 2.1 | -5 | 0.1
54 | 1.4 | -0.16 | 20 | 0.9
55 | 0.9 | 0.07 | 10 | 1.1
56 | 0.9 | -0.15 | nt | 0.6
57 | 1.1 | 1 | -1 | 1.1

Source: PubChem
